14-3-3g Raf: alters human 14-3-3 gamma binding to Raf peptide; FP, 14-3-3gamma / TMR-pS259-Raf peptide binding; inhibition, % at 40 µM; hit rate 0.19% among 160,000; AID 422; in the data active = inhibition above about 30%;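 note: 0% = protein plus tracer without compound and 100% = blank with tracer alone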
Target sequence (P61981 whole entry, looked up): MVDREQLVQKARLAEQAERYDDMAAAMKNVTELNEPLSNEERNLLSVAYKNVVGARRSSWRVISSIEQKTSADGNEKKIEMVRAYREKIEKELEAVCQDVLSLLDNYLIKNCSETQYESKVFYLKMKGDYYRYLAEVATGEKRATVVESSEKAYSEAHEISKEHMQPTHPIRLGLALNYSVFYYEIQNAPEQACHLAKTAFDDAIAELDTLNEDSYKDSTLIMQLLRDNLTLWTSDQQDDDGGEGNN
Numbers without * were called inactive; & = joins results of further samples. A portion of the library. The share of hits here may be higher or lower than overall.

A first look:
mol | 14-3-3g Raf
CSc1cccc(NC(=O)C2C3C=CC4(O3)C2C(=O)N(C(C)(C)C)C4C(=O)NC2CCCC(C)C2C)c1 (stereo unspecified) | 0.6
COC(=O)c1sc2ccccc2c1NC(=O)c1cc(OC)cc(OC)c1 | 1.5
CC(C)CC(C(=O)Oc1ccccc1)N1C(=O)C2C3CC(C(Br)C3Br)C2C1=O (stereo unspecified) | 9.2

The list itself, repeating the preview:
mol | 14-3-3g Raf
CSc1cccc(NC(=O)C2C3C=CC4(O3)C2C(=O)N(C(C)(C)C)C4C(=O)NC2CCCC(C)C2C)c1 (stereo unspecified) | 0.6
COC(=O)c1sc2ccccc2c1NC(=O)c1cc(OC)cc(OC)c1 | 1.5
CC(C)CC(C(=O)Oc1ccccc1)N1C(=O)C2C3CC(C(Br)C3Br)C2C1=O (stereo unspecified) | 9.2
C#CCN1C(=O)C(O)(CC(=O)c2ccco2)c2cc(Br)ccc21 (stereo unspecified) | -5.4
CCC(=O)N1CCc2cc(Br)cc(S(=O)(=O)Nc3ccc(OC)cc3)c21 | -8.5
CC1CCN(CCCNC(=O)c2ccc3c(c2)N(Cc2cccc(Cl)c2)C(=O)c2ccccc2S3)CC1 | -15.8
CCOC(=O)c1c(NC(=O)C(C)Oc2ccccc2Br)sc2c1CCCC2 (stereo unspecified) | 3.4
Cn1c(=O)c2[nH]c(SCC(=O)c3ccc4c(c3)OCCO4)nc2n(C)c1=O | -10.2
COc1ccccc1Oc1c(C)oc2cc(OC(=O)c3ccco3)ccc2c1=O | -2.1
Cc1ccc(NC(=O)CSc2nccn2-c2cccc(C)c2C)cc1 | -0.1
CCCCC(c1nnnn1CC1CCCO1)N1CCN(c2nc3ccccc3s2)CC1 (stereo unspecified) | 1.6
COc1cc(C2Nc3cc(C)c(C)cc3NC3=C2C(=O)CC(C)(C)C3)cc(OC)c1OC (stereo unspecified) | -10.6
O=C(O)C1CCCCC1C(=O)N1CC=C(c2ccccc2)CC1 (stereo unspecified) | -3.4
CN1CCN(CCCn2cnc3c(=O)oc4ccccc4c32)CC1 | -9.0
CCOC(=O)C1=C(C)NC(C)=C(C(=O)OCC)C1C(=O)OCC(=O)N1CCCCC1CC (stereo unspecified) | -0.7
O=S(=O)(Nc1ccc(Cl)cn1)c1cccs1 | -4.0
CNCCCc1[nH]nc(N)c1C#N | -4.9
COc1cc(C2CC(=O)C3=C(C2)Nc2ccccc2NC3c2cc3c(cc2Br)OCO3)cc(OC)c1OC (stereo unspecified) | -8.1
COc1ccc2nc3sc(C(=O)N4CCN(c5cccc(C)c5C)CC4)cc3cc2c1 | -12.1
CC1CCN(C(=O)CN2C(=O)C3C4C=CC(C4)C3C2=O)CC1 (stereo unspecified) | 7.2
O=C(O)C1C2C=CC3(CN(Cc4ccco4)C(=O)C13)O2 (stereo unspecified) | -0.8
O=C(NCCC1=CCCCC1)c1cc(-c2ccncc2)nc2ccccc12 | -11.3
COc1cccc(N2C(=O)C3C(C2=O)C2C=CC3C23CC3)c1 (stereo unspecified) | -12.0&-11.7
COc1ccccc1CNC(=O)C1CCN(S(=O)(=O)c2cccc3nonc23)CC1 | -36.1
COC(=O)CN1C(=O)C(O)(CC(=O)c2ccc(Br)cc2)c2ccccc21 (stereo unspecified) | -4.1

Look-ups from above.
In 14-3-3g Raf, `CNCCCc1[nH]nc(N)c1C#N` shows -4.9
In 14-3-3g Raf, `CCCCC(c1nnnn1CC1CCCO1)N1CCN(c2nc3ccccc3s2)CC1` (stereo unspecified) shows 1.6

(listing goes on)
mol | 14-3-3g Raf
Cn1cnc(S(=O)(=O)NCc2cccs2)c1 | -5.8
Cc1nc(CSc2nnc(C)s2)cs1 | -2.8
CCC(=O)Nc1nnc(C(C)(C)C)s1 | 0.0
Cn1cc(Cl)c(-c2nc3ccccc3o2)n1 | -4.2
Cc1ccc(C(=O)N2CCC(Cc3ccccc3)CC2)cc1S(=O)(=O)N1CCCCC1 | 0.0
CC(C)C1C(C#N)=C(N)Oc2n[nH]c(-c3cccs3)c21 (stereo unspecified) | 0.4
Cc1ccc(C2=NN(S(C)(=O)=O)C(c3cc4cccc(C)c4nc3Cl)C2)cc1 (stereo unspecified) | -87.2
COc1ccc(-c2cc(C(F)(F)F)nc(N3CCCCCC3)n2)cc1OC | -0.8
COc1ccc(OCCCCCCc2c(C)n[nH]c2C)cc1 | 5.4
Cc1cccc(-n2nc3c(c2NC(=O)c2ccc(Cl)cc2)CSC3)c1C | 4.3
O=C(Oc1ccc(Br)cc1C(=S)N1CCOCC1)c1cccc([N+](=O)[O-])c1 | -3.5
COc1ccc(NC(=O)CSc2nc3nc(C)c(Cc4ccccc4C)c(C)n3n2)cc1OC | -6.5
O=C1C2C3C=CC(C4CC34)C2C(=O)N1c1cccnc1 (stereo unspecified) | 2.0
Cc1ccccc1Nc1nc(C2(C)CC(C(C)C)C(=O)O2)cs1 (stereo unspecified) | -0.8
COc1ccc(-n2nc(C(=O)Nc3cccc(C(F)(F)F)c3)c3ccccc3c2=O)cc1 | 5.9
Cc1ncc(CO)c2cc(C(N)=O)c(=Nc3ccc(Oc4ccccc4)cc3)oc12 | -0.8
CCC(=O)Nc1ccc(-c2nc3ncccc3o2)cc1 | 0.7
CCC(C)NC(=O)c1sc2nc(C)nc(N(C)c3ccc(C(C)C)cc3)c2c1C (stereo unspecified) | 1.9
O=C1C/C(=C/NCc2ccccc2)C(=O)N1 | -1.6
C=CC[C@H](N)C(=O)O | -5.7
Cc1cccc2sc(NC(=O)CN(C)S(=O)(=O)c3ccc(Br)s3)nc12 | -8.2
C=CCn1c(SCc2nc3ccccc3[nH]2)nnc1-c1ccccn1 | -9.4
COc1cc2ccccc2cc1C(=O)Nc1nc2ccc3nc(C)sc3c2s1 | -18.4
COc1ccc(N2CCN(S(=O)(=O)c3cccc4cccnc34)CC2)cc1 | 1.2
CCOc1ccc(-c2nnc(NC(=O)CCCOc3cccc(C)c3)o2)cc1 | 0.2

Other records follow:
mol | 14-3-3g Raf
Cc1nn(C(C)(C)C)c(OC(=O)CCC2CCCC2)c1S(=O)(=O)c1ccccc1 | -11.5
COc1ccc(C(=S)N2CCOCC2)cc1OC(=O)c1ccc(Cl)cc1 | -2.4
CC1=C(C)C(=O)N(c2ccc(C(=O)O)cc2)C1=O | 2.8
COc1ccc(C)cc1NS(=O)(=O)c1ccc(CC(C)C)cc1 | 0.6
O=C(Nc1cccc2ccccc12)c1ccccc1F | -2.9
Cc1cc2oc(=O)cc(C)c2cc1NC(=O)CCC(=O)O | 0.2
Cc1ccc(S(=O)(=O)N2CCCC(C(=O)NCC3COCCO3)C2)cc1 (stereo unspecified) | -2.8
COc1ccc(NC(=O)CSc2nc3nc(C)c(Cc4ccc(C)cc4)c(C)n3n2)cc1OC | 0.6
O=C(CCNS(=O)(=O)c1cccs1)N1CCN(c2ccccc2)CC1 | -8.5
COc1ccc(NC(=O)C2=C(C)NC(=S)NC2c2ccc(C)cc2)c(OC)c1 (stereo unspecified) | 0.8
CCCOc1ccc(CC(=O)NCc2ccco2)cc1OC | -0.7
CC1CCc2oc3ccc(NS(=O)(=O)c4cccs4)cc3c2C1 (stereo unspecified) | -11.7
CCOC(=O)c1c(NC(=O)COc2ccc(Br)cc2)sc2c1CCCC2 | -7.1
O=C(CCCn1c(=O)[nH]c2ccc(Br)cc2c1=O)N1CCN(c2ccc([N+](=O)[O-])cc2)CC1 | -10.6
COc1ccc(CN(C)CC(=O)c2c(N)n(Cc3ccccc3)c(=O)n(C)c2=O)c(OC)c1 | -11.1
O=C(NCc1ccco1)C1Cc2ccccc2CN1S(=O)(=O)c1ccccc1F (stereo unspecified) | -4.8
COCCN1Cc2cccc(C(=O)Nc3cccc(OC)c3)c2C1=O | -2.1
COc1cc(/C=N/O)ccc1OCc1ccc(C(=O)O)cc1 | 7.9
CC(=O)CC1C2([N+](=O)[O-])CN(CCO)CC1([N+](=O)[O-])c1ccccc1C2=O (stereo unspecified) | 13.2
CCN(CCCNC(=O)CCc1nc(-c2ccc(OC)cc2)no1)c1cccc(C)c1 | -4.8
CC(C)c1ccc(CN(C(=O)c2cccs2)C2CCS(=O)(=O)C2)cc1 (stereo unspecified) | 0.6
Cc1cc(C(=O)CNCc2ccco2)c(C)n1-c1ccc(F)cc1 | -15.6
COCc1nc2ccccc2n1Cc1ccc(Br)cc1 | 4.6&0.7
CC(C)NC(=O)c1ccc(-c2ccccc2C(F)(F)F)o1 | 8.3
O=C(O)CC12CC3CC(CC(S)(C3)C1)C2 | -0.4

Nothing new here: entries from further up.
mol | 14-3-3g Raf
Cc1cc(C(=O)CNCc2ccco2)c(C)n1-c1ccc(F)cc1 | -15.6
COCc1nc2ccccc2n1Cc1ccc(Br)cc1 | 4.6&0.7
CC(C)NC(=O)c1ccc(-c2ccccc2C(F)(F)F)o1 | 8.3
O=C(O)CC12CC3CC(CC(S)(C3)C1)C2 | -0.4

The list goes on:
mol | 14-3-3g Raf
O=C1CCCC2=C1C(c1ccc(Cl)cc1)c1c(ccc3ccccc13)N2 (stereo unspecified) | -6.7
CCOC(=O)C1=C(C)NC(=O)NC1c1ccc(OCC(=O)OC)c(OC)c1 (stereo unspecified) | 1.0
C=CCN(C(=O)CCC(=O)Nc1cc(C)on1)C(C(=O)NC(C)(C)C)c1cccc(OC)c1OC (stereo unspecified) | 1.3
Cc1ccc(CNC(=O)C(NS(=O)(=O)c2cccs2)C(C)C)o1 (stereo unspecified) | -5.1
O=C(Cc1cccs1)NCc1ccc2c(c1)OCO2 | -13.7
Cn1ncc2c(Nc3ccc4ccccc4c3)ncnc21 | -0.7
CCc1ccc(CNC(=O)Cn2nc(-c3ccc(C)cc3)ccc2=O)cc1 | 0.0
Cc1cccc(NC(=O)c2cc(-c3ccco3)nc3ccccc23)n1 | -5.6
O=C(O)C1CCCCC1C(=O)Nc1ccccc1Nc1ccccc1 (stereo unspecified) | -38.1&-81.4
O=C(O)C1Sc2[nH]c(=O)sc2C2c3cc(Cl)ccc3OC(=O)C12 (stereo unspecified) | -20.3
CC[N+](CC)(CCO)CCCN1C(=O)C2CC=C(Cl)CC2C1=O (stereo unspecified) | -5.0
CN(C)c1ccc(-c2nc3cc(NC(=O)c4cccc([N+](=O)[O-])c4)ccc3o2)cc1 | -5.8
Cc1cc(O)c(C=Nc2cc(Cl)ccc2O)c(C)c1Cl | -118.6
CC(C)(CC(=O)N1CCN(Cc2ccc3c(c2)OCO3)CC1)CC1=NS(=O)(=O)c2ccccc2N1 | -1.2
COc1ccc(N(CC(=O)Nc2cccc(OC)c2)S(=O)(=O)c2c(C)nn(C)c2C)cc1 | -1.1
O=C1CCCN1c1ccc(S(=O)(=O)N2CCN(c3ccccn3)CC2)cc1 | 3.5
COC(=O)CCC(NC(=O)OCc1ccccc1)C(=O)NC(CC(C)C)C(=O)OC (stereo unspecified) | 1.4
CC1Cc2ccccc2N1C(=O)c1cnc2n(c1=O)CCS2 (stereo unspecified) | -1.0&-11.4
O=C(Nc1cccc(Cl)c1)N(CCN1CCOCC1)Cc1cccc(Cl)c1 | -8.3
CC(c1ccccc1)N1C(=O)CCC1(C)C(=O)NC1CCCC1 (stereo unspecified) | 0.9
Cc1cccc(C(=O)N2CC(=O)Nc3ccc(C)cc3C2c2ccc(F)cc2)c1 (stereo unspecified) | -0.5
COc1ccc(N=C2SC(C(=O)Nc3ccc(C(=O)O)cc3)CC(=O)N2Cc2ccc(F)cc2)cc1 (stereo unspecified) | -7.3
Cn1nc(-c2ccc(C(=O)N3CCOCC3)cc2)c2ccccc2c1=O | -20.0
Cc1ccc(-n2nc3cc(C)c(NC(=O)COc4ccc(C)c(C)c4)cc3n2)cc1 | -3.7
COc1ccc(NS(=O)(=O)c2c(C(C)C)cc(C(C)C)cc2C(C)C)cc1 | -8.3

Ordered by heavy-atom count (rising): some entries from above
mol | 14-3-3g Raf
CC1Cc2ccccc2N1C(=O)c1cnc2n(c1=O)CCS2 (stereo unspecified) | -1.0&-11.4
Cc1ccc(CNC(=O)C(NS(=O)(=O)c2cccs2)C(C)C)o1 (stereo unspecified) | -5.1
CC(C)(CC(=O)N1CCN(Cc2ccc3c(c2)OCO3)CC1)CC1=NS(=O)(=O)c2ccccc2N1 | -1.2

Further results follow:
SMILES	14-3-3g Raf
O=C(CCSc1nc2ccccc2o1)N1CCOCC1	-20.3
COCCOC(=O)C1=C(C)NC2=C(C(=O)CC(C)(C)C2)C1c1ccc(N(C)C)cc1 (stereo unspecified)	-3.7
Cc1[nH]nc(SCC(=O)Nc2ccc(OC(F)(F)F)cc2)c1[N+](=O)[O-]	-15.9
Cc1ccc(NS(=O)(=O)c2ccc3[nH]c(=O)c(=O)[nH]c3c2)cc1	-8.6
Cc1ccccc1CN1CCN(S(=O)(=O)c2ccc(F)cc2)CC1	1.4
Nc1nonc1-c1nc2ccccc2n1CC(=O)N1CCCCC1	-2.5
CC(=O)Nc1cccc(NC(=O)C2CCCN2C(=O)Nc2ccc(Cl)cc2)c1 (stereo unspecified)	-0.5
CCCCCC(=O)Nc1cccc(-c2nc3ccccc3[nH]2)c1C	2.1
Cc1cc(NC(=O)CSc2nncn2C)no1	-7.4
O=[N+]([O-])c1ccc(N2CCN(c3ccc(C(F)(F)F)cc3[N+](=O)[O-])CC2)cc1N1CCCCC1	-2.7
CCSc1nnc(NC(=O)CSc2nc3c(c(=O)n2Cc2ccccc2)SC(C)C3)s1 (stereo unspecified)	-2.8
Cc1ccc(NC(=O)C(Cc2ccccc2)N2C(=O)c3ccccc3C2=O)cc1[N+](=O)[O-] (stereo unspecified)	-0.7
CC1CCN(C(=O)CSCC(=O)Nc2nc(-c3cccs3)cs2)CC1	-1.0
CCCc1c(C(=O)OCC)[nH]c2c1C(=O)CC(c1cccs1)C2 (stereo unspecified)	-8.7
Cc1ccc(S(=O)(=O)Nc2cc(C(=O)NCCN(C)C)ccc2N2CCCCC2)cc1	1.3&-2.5
Cc1ccc(-c2noc(CCC(=O)Nc3ccc(C)cn3)n2)cc1	-2.9&4.2
CCCN(CCC)CCNC(=O)C1CCN(Cc2nc(-c3ccc(Cl)cc3)oc2C)CC1	-1.9
CC(=O)c1c(C)oc2ccc(N(C(=O)c3ccccc3)S(=O)(=O)c3ccc(C)cc3C)cc12	-17.3
CSc1cccc(NC(=O)c2ccc(NC(=O)C3CCCO3)cc2)c1 (stereo unspecified)	-5.9
CCC(=O)Nc1cccc(C(=O)c2ccccc2)c1	-2.2
COc1ccc(S(=O)(=O)N2CCN(CC(=O)Nc3ccccc3OC)CC2)cc1	0.1
O=C1CC(C(F)(F)C(F)(F)C(F)(F)C(F)F)=Nc2ccccc2N1	-8.4

Compound activity (PubChem BioAssay)
